# From PubChem
# OX1R antag-1: OX1R (human) antagonism; inhibition, % at 6.6 µM; hit rate 1.8% among 330,000; O43613; OX1R-expressing cells, FRET antagonist read-out; AID 485270; in the data active = inhibition mostly above about 38%, no sharp cut-off; inactive = mostly below about 40%;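 also: 0% = agonist challenge alone and 100% = reference antagonist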
# Target sequence (O43613 whole entry, looked up): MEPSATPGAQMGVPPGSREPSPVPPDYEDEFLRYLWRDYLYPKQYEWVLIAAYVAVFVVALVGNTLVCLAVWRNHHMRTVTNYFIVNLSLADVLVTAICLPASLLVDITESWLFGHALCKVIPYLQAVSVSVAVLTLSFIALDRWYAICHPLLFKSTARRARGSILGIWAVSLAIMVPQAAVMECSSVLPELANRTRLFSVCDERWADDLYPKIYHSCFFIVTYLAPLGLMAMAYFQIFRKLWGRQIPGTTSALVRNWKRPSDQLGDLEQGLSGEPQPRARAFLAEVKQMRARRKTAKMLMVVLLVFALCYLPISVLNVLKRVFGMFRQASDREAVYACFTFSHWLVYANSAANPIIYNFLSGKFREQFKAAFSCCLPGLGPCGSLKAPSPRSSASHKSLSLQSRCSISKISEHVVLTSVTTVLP
# OX1R antag-2: antagonists of human orexin 1 receptor | hit rate 0.43% among 330,000 | O43613 | inhibition, % at 5 µM | AID 434989 | CHO/OX1R cells, Fluo-8 calcium fluorescence, orexin A;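 active = inhibition above its plate's threshold, mean inhibition of all tested compounds on the plate plus 3 SD, cut at about 37% in these data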;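 also: 0% = orexin A challenge wells and 100% = SB-334867-A antagonist wells; not every result past the cut was called active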
# The depositor's hits bear a star.
SMILES,OX1R antag-1,OX1R antag-2
O=C1C2C3C=CC(CC3)C2C(=O)N1/N=C/c1ccco1 (centres undefined),23,2
CCCCn1c(CCC(=O)O)nc2cc(S(=O)(=O)N3CCCC3)ccc21,7,5
COc1ccc2oc(=Nc3ccc(C(=O)O)cc3)c(C(=O)NCc3ccco3)cc2c1,5,-11
Cc1cc([N+](=O)[O-])nn1Cc1ccccc1F,6,-9
COc1ccc(-n2ncc3c(=O)n(CC(=O)N(C(C)C)C(C)C)cnc32)cc1,32,-9
CCOc1cc(/C=N/O)cc(Br)c1OC,17,-30
COc1ccc(C(=O)NCC(=O)Nc2ccc(F)cc2)cc1OC,0,2
CC(=O)c1ccc(OC(C)C(=O)NCC2(N3CCOCC3)CCCCC2)cc1 (centres undefined),11,-24
c1ccc(C[C@H]2CNCCN2CC2CCCCC2)cc1,8,-12
CC(C)C(NC(=O)OCc1ccccc1)C(=O)OCC(=O)N1CCCCC1 (centres undefined),21,-30
O=C(Nn1cnnc1)c1ccccc1CCc1ccccc1,3,-4
O=C(CSC(=S)N1CCCCC1)N1N=CCC1c1ccccc1 (centres undefined),3,-12
COC(=O)c1[nH]c2ccc(Br)cc2c1NC(=O)CN1CCCCC1CCO (centres undefined),23,-39
CC(=O)c1cc(C)ccc1OC(=O)c1cccnc1,13,-10
Cc1cc(-c2nnc(CCC(=O)N(C)Cc3ccsc3)o2)no1,13,10
COc1cccc(NC(=O)CS(=O)(=O)c2cccc3nsnc23)c1,53,-21
CC(C)=CC(=O)Nc1nnc(-c2ccccc2)s1,14,-10
O=C1O[C@@H](c2ccc(O)cc2)Cc2cccc(O)c21,-2,3
CCOC(=O)c1[nH]c2cc3c(cc2c1NC(=O)CN1CCc2ccccc2C1)OCO3,3,-38
O=C(NCC1CCCO1)C1CCN(C2CCN(Cc3cccs3)CC2)CC1 (centres undefined),1,-11

# An excerpt from above in order of the OX1R antag-2 value, low to high:
SMILES,OX1R antag-1,OX1R antag-2
COC(=O)c1[nH]c2ccc(Br)cc2c1NC(=O)CN1CCCCC1CCO (centres undefined),23,-39
CC(=O)c1cc(C)ccc1OC(=O)c1cccnc1,13,-10
COc1ccc(C(=O)NCC(=O)Nc2ccc(F)cc2)cc1OC,0,2

# (more compounds)
SMILES,OX1R antag-1,OX1R antag-2
Cc1ccccc1OCC(=O)NCCCNC(=O)c1ccncc1,4,-7
Cc1ccccc1Nc1nc(N)nc(CSc2nnc(C)n2C)n1,8,-2
CCCNC(=O)COC(=O)C1CCN(S(=O)(=O)c2ccc3c(c2)OCCO3)CC1,17,-9
N#CC1CC(c2ccc([N+](=O)[O-])cc2)=NN1c1ccc([N+](=O)[O-])cc1 (centres undefined),14,-1
c1ccc(-n2nnnc2SCc2ccccn2)cc1,10,-20
COC(C(=O)Nc1ccnn1C1CCN(Cc2cnn(C(C)C)c2)CC1)c1ccccc1 (centres undefined),22,-2
COC(=O)c1c(NC(=O)CCNCc2ccco2)sc2c1CCC2,37,13
Cc1nc(C)c(-c2csc(NCCc3ccccc3)n2)s1,41,-15
Cc1cc(C(=O)N2CCN(c3cccc(Cl)c3)CC2)c(C)o1,13,-27
COc1ccc(C(CNC(=O)c2ccco2)N2CCOCC2)cc1 (centres undefined),3,-6
Cc1ccc(S(=O)(=O)N2CCCC2=O)c(C)c1N(C)S(C)(=O)=O,8,-10
COc1ccc(C(=O)NC2CC(C)(C)Cc3occc32)cc1 (centres undefined),-3,-27
CC(Cl)C(=O)NN=C(c1ccccc1)c1ccccc1 (centres undefined),18,-16
O=C1c2ccccc2C(=O)C1c1ccc(O)cc1,9,-6
O=C(O)COC(=O)C1C(c2ccccc2)C(C(=O)O)C1c1ccccc1 (centres undefined),16,-8
CCOC(=O)c1cccc(NC(=S)NCc2ccc(C)cc2)c1,33,-22
Cc1ccccc1OCC(=O)NCc1ccccc1,10,-7
COc1cccc(NC(=O)CN(C)C(=O)c2ccc(-c3ccc(Cl)cc3)o2)c1,14,-26
COc1ccc(S(=O)(=O)N(C)CC(=O)NCc2cccnc2)cc1C,23,-19
N#C/C(=N\Nc1cccc(Cl)c1)C(=O)c1ccccc1,66,21

# One compound at a time, from the list above. Values in the order: OX1R antag-1 | OX1R antag-2
# CCCNC(=O)COC(=O)C1CCN(S(=O)(=O)c2ccc3c(c2)OCCO3)CC1 as listed: 17 | -9
# Cc1nc(C)c(-c2csc(NCCc3ccccc3)n2)s1 as listed: 41 | -15
# O=C(O)COC(=O)C1C(c2ccccc2)C(C(=O)O)C1c1ccccc1 (centres undefined) as listed: 16 | -8
# O=C1c2ccccc2C(=O)C1c1ccc(O)cc1 as listed: 9 | -6
# N#C/C(=N\Nc1cccc(Cl)c1)C(=O)c1ccccc1 as listed: 66 | 21

# (more compounds)
SMILES,OX1R antag-1,OX1R antag-2
O=C(Cc1ccccc1)NC(Nc1ccccc1)C(Cl)(Cl)Cl (centres undefined),17,-34
Cc1ccccc1N=Cc1cccc(O)c1O,22,-5
CCCCNc1cc(NC(C)=O)cc2cc(OC)c(OC)cc12,22,-27
O=C(Cc1ccccc1)NCc1ccc(F)cc1,15,-19
CCS(=O)(=O)c1nc2ccccc2n1Cc1ccccc1Cl,4,-30
Cc1cc(C)c(S(=O)(=O)c2ccc(C(C)(C)C)cc2)c(Cl)n1,11,2
COc1ccc(OC)c(CN2CCN(C(=O)c3ccc(F)cc3)CC2)c1,8,-18
O=C(COc1cc(Cl)c(Cl)cc1Cl)Nc1ccc([N+](=O)[O-])cc1Cl,3,13
Cc1cccc(C)c1OCc1cc(C(=O)N2CC3C[C@@H]4CC2C[C@H](C3)C4)no1,35,-29
Cc1nc(-c2coc3c(CN(C)C)c(O)ccc3c2=O)cs1,3,-2
CNC(=S)NCc1ccc(OC)cc1,6,-7
COc1ccc2c(c1)c1nc3ccccc3nc1n2CCCN1C(=O)c2ccccc2C1=O,12,-4
COc1cc(C2NC(=O)NC(C)=C2[N+](=O)[O-])cc(OC)c1OC (centres undefined),5,-4
O=C(c1cccc(C(F)(F)F)c1)N1CCC2(CC1)NCCc1[nH]cnc12,-5,-8
O=C(CCS(=O)(=O)c1cccc2nsnc12)NCc1ccccc1Cl,68,-21
CC12CCC(CC1=O)C2(C)C (centres undefined),7,-11
CCOC(=O)CN=C1CC(C)(C)CC2=C1Sc1ncnc(N(C)C)c1N2,7,-3
COc1cc(/C(C)=N/NC(=O)c2ccc(CSc3nncn3C)cc2)cc(OC)c1OC,-1,-11
COc1ccccc1N1CC(C(=O)NCCC2=CCCCC2)CC1=O (centres undefined),6,-19
CSc1ccc(/C=N/NC(=O)CN2CCN(Cc3ccc(Cl)cc3)CC2)cc1,7,-31
CC(=O)NC1=NN(C(C)=O)C(C)(c2ccccc2)S1 (centres undefined),3,-17
O=C(NCc1ccccc1)/C(=C/c1ccccc1)NC(=O)c1ccco1,7,-1
CC1(C)CC(=O)C(=Cc2cn(CCC#N)nc2-c2ccc(F)cc2)C(=O)C1,16,1
CC(C)NCC(O)COc1ccc2c(c1)CCC2 (centres undefined),6,-15
COc1ccc(C(=O)NN2CCOCC2)cc1,4,8
Cc1ccc(NC(=S)NCc2ccc(Cl)cc2)c(C)c1,4,-29
O=C(O)c1nccnc1C(=O)Nc1ccc(Oc2c(Cl)cccc2Cl)nc1,7,-9
O=C(c1c[nH]c2ccccc12)C(F)(F)F,11,-1
Cn1c(SCC(=O)c2ccc3c(c2)OCCO3)nnc1C1CC1,0,-16
O=C(CSc1ncccc1C(=O)O)NC1CCCCCCC1,7,-10
CSc1nc(-c2ccco2)cc(C(F)(F)F)c1C#N,-2,-24
O=C(CSc1ccc2c(c1)OCCO2)Nc1ncccc1O,17,-8
S=C(NCc1cccs1)Nc1ccccc1Cl,13,8
CCCc1cc(=O)[nH]c2nnc(SCC(=O)Nc3cccc(NC(C)=O)c3)n12,18,-3
CC(CC(=O)NCc1ccccc1)C1CCCO1 (centres undefined),4,-10
O=C(COC(=O)CSc1nnc(-c2ccc(Cl)cc2)o1)Nc1cc(Cl)cc(Cl)c1,-3,-9
CCn1c(C)c(C(=O)c2ccccc2)c(C#N)c1C(=O)O,8,-9
Cc1ccc(/C=N/NC(=O)Cn2cnc3ccccc32)cc1,5,-3
CCn1c(=O)c2sccc2n(Cc2ccc(C)cc2)c1=O,27,-26
CCCC(=O)Nc1ccc(NC(=O)c2ccccc2)nc1,9,-4

# A stretch from further up, for reference:
SMILES,OX1R antag-1,OX1R antag-2
O=C1C2C3C=CC(CC3)C2C(=O)N1/N=C/c1ccco1 (centres undefined),23,2
CCCCn1c(CCC(=O)O)nc2cc(S(=O)(=O)N3CCCC3)ccc21,7,5
COc1ccc2oc(=Nc3ccc(C(=O)O)cc3)c(C(=O)NCc3ccco3)cc2c1,5,-11

# (next part)
SMILES,OX1R antag-1,OX1R antag-2
CCN(c1ccc(NC(=O)COC(=O)c2ccc3ccccc3n2)cc1)C(C)C,6,-25
O=c1[nH]c([N+](=O)[O-])nn1C(c1ccccc1)c1ccccc1,17,-18
CC(C)CCNC(=O)c1ccc(-n2cnc3cccnc32)cc1,4,-32
O=C(COC(=O)c1ccccc1Oc1ccccc1)NC1CC1,10,-22
COc1cc(C2CC(=O)N3CN(Cc4ccccc4)CSC3=C2C#N)ccc1OCc1ccccc1 (centres undefined),10,-11
O=C(Nc1ccccc1N1CCN(C(=O)c2ccccc2)CC1)c1ccc(Br)o1,37,-27
CN=C(Nc1ccc(C(=O)OC)s1)c1ccccc1,12,-7
O=C(Nc1nnc(SCC(=O)N2CCCC2)s1)C1CC(=O)N(c2ccccc2)C1 (centres undefined),2,-2
CCOc1ccc(C(=O)OCC(=O)NC2CCCCCCC2)cc1,-1,-36
OCC[C@@H]1C[C@@H](O)[C@H](O)[C@@]2(Cc3ccccc3CO2)O1,18,-12
COCCN(CC(=O)Nc1cc(Cl)ccc1-n1cncn1)Cc1nc2ccccc2c(=O)[nH]1,2,-41
COc1cc(SC)ccc1C(=O)OC(C)C(=O)Nc1ccc(NC(C)=O)cc1 (centres undefined),25,-20
COc1ccc(N(C(=O)COc2ccccc2)C2C=CS(=O)(=O)C2)c(OC)c1 (centres undefined),9,-8
O=C(NN=Cc1c(F)cccc1F)c1ccccc1NS(=O)(=O)c1cccs1,20,-10
CC1CC(C)CN(C(=O)COC(=O)c2ccc3ncsc3c2)C1 (centres undefined),-3,-16
COc1ccc(C(=O)NCC(=O)OCC(=O)N2CCC(C)CC2)cc1OC,-2,-4
CC1(c2ccccc2)NC(=O)N(CC(=O)Nc2cccc(C#N)c2)C1=O (centres undefined),8,-23
Cc1ccnc(OC(C(=O)O)C(OCc2ccccc2)(c2ccc(F)cc2)c2ccc(F)cc2)n1 (centres undefined),11,-26
S=C(Nc1ccc(Br)cc1)NC1CCCC1,17,7
O=C(c1ccco1)N1CCC(c2ccccc2)C1 (centres undefined),3,-10
COc1ccccc1CNC(=O)C1CCN(S(=O)(=O)c2ccc3c(c2)OCCCO3)CC1,5,-8
CCc1ccc2nc(-c3cccc(C)c3)nc(SCC(=O)NCC3CCCO3)c2c1 (centres undefined),12,-29
COCCNC(=O)C(c1ccc(C)o1)N(C(=O)c1snc(C(N)=O)c1N)c1ccc(C)cc1 (centres undefined),16,12
COc1ccccc1OCCNC1CCCC1,16,-7
O=C(c1ccco1)N1CCN(S(=O)(=O)c2ccc(F)cc2)CC1,22,-10
Cc1cc2ccccc2c(=O)n1CC(=O)N(C)c1ccc(F)cc1,11,-11
COc1cc(OC)c(NC(=O)CCNC(=O)Cn2ccc3ccccc3c2=O)cc1Cl,23,-14
Cc1cccc(N2CCN(C(=O)c3ccccc3NC(=O)C3CCCCC3C(=O)O)CC2)c1 (centres undefined),7,-1
OCCCc1ccc(O)c(O)c1,5,2
CCOC(=O)c1cc(CC)sc1NC(=O)CN1CCN(C(=O)C2CCCO2)CC1 (centres undefined),19,-25
O=C(N/N=C/c1ccc(O)c(O)c1)c1ccc(CSc2cccc3cccnc23)cc1,22,-18
O=C1CCC(=O)N1CC1CC2CCC1C2 (centres undefined),8,-21
CC(=O)c1cccc(NCC(=O)c2ccc(C)c([N+](=O)[O-])c2)c1,14,-5
CC(C)OC(=O)C(NC(=O)c1ccccc1)=C1CCCCC1,15,-37
CCOCCCNC(=O)CN(Cc1ccc(Cl)cc1)S(C)(=O)=O,28,-7
S=C1SCN(Cc2ccccn2)CN1Cc1ccco1,21,-23
CN(C)C(=O)CSc1n[nH]c(-c2ccco2)n1,20,3
O=C(O)Cn1c2ccccc2c2n[nH]c(=S)nc21,26,-3
CCN1C(=O)[C@H]2[C@@H](c3ccc(-c4ccc(Cl)c(Cl)c4)cc3)N[C@@](C)(C(=O)OC)[C@H]2C1=O,8,-25
CC1CCCN(c2ccc(C(=O)NCc3ccccc3)cn2)C1 (centres undefined),8,-27
CC(NC(=O)NC1CCCCC1)c1ccccc1 (centres undefined),15,-20
CCCCN(CCCNC(=O)Cn1ncc2ccsc2c1=O)Cc1ccccc1,10,-25
CCN(CC)CCn1c(SCC(=O)Nc2cccc(OC)c2)nc2c(sc3ccccc32)c1=O,9,-38
CCOc1ccccc1C(=O)Nc1ccc2c(c1)C(=O)NC2=O,10,1
Cc1cc(Nc2ccc(C)c(Br)c2)n2nc(C)nc2n1,16,-12
O=C(COC(=O)c1ccc2c(c1)C(=O)N(Cc1ccco1)C2=O)NCC(F)(F)F,21,-2
Cc1ccc(C(=O)Nc2ccc3c(c2)CCC3)cc1S(=O)(=O)N1CCOCC1,19,-40
Cc1[nH]n(-c2ccccc2)c(=O)c1C1(C(F)(F)F)C(=O)N(c2ccccc2)C2=C1C(=O)CC(C)(C)C2 (centres undefined),9,4
CCOCCOc1nc2c(c(=O)n(C)c(=O)n2C)n1Cc1ccc(C)cc1,0,-18

# 4 entries picked at random from the list so far, as already listed:
SMILES,OX1R antag-1,OX1R antag-2
Cc1[nH]n(-c2ccccc2)c(=O)c1C1(C(F)(F)F)C(=O)N(c2ccccc2)C2=C1C(=O)CC(C)(C)C2 (centres undefined),9,4
CCN(CC)CCn1c(SCC(=O)Nc2cccc(OC)c2)nc2c(sc3ccccc32)c1=O,9,-38
CC(NC(=O)NC1CCCCC1)c1ccccc1 (centres undefined),15,-20
CCOc1ccccc1C(=O)Nc1ccc2c(c1)C(=O)NC2=O,10,1
